Screens (PubChem BioAssay)
HCV NS3 hel inh: HCV NS3 helicase inhibition; NS3 helicase DNA unwinding, Cy5 molecular beacon fluorescence; 290,000 tested, 0.56% active; inhibition, % at 10.9 µM;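 active means inhibition above the mean of all tested compounds plus 3 SD, set per campaign, cut at about 35% in these data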;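 further: 0% = DMSO wells and 100% = thioflavine S control wells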
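System: NS3 helicase fragment of HCV / Schedule: 1 h at 25 °C / Control set: DMSO alone as 0% and 110 µM thioflavine S as 100% / Reagent: Cy5/quencher beacon DNA duplex and ATP to start / Technique: Cy5 fluorescence / Replication: singlicate / Evaluation: % inhibition of end-to-start signal ratio versus controls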
IDE cell inh: inhibits human insulin-degrading enzyme in HEK cells; AID 434962; inhibition, % at 5.59 µM; 320,000 tested, 0.41% active; FAbetaB cleavage, fluorescence polarization; P14735;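 active means percent inhibition above the average of all tested compounds plus 3 SD, set per screening campaign, cut at about 16% in these data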;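 further: IDE supplied by intact live HEK cells; FP after avidin binding of uncleaved biotin substrate so inhibition keeps polarization high; 0% = DMSO wells and 100% = 60 µM reference IDE inhibitor Ii1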
Target sequence (P14735 whole entry, looked up): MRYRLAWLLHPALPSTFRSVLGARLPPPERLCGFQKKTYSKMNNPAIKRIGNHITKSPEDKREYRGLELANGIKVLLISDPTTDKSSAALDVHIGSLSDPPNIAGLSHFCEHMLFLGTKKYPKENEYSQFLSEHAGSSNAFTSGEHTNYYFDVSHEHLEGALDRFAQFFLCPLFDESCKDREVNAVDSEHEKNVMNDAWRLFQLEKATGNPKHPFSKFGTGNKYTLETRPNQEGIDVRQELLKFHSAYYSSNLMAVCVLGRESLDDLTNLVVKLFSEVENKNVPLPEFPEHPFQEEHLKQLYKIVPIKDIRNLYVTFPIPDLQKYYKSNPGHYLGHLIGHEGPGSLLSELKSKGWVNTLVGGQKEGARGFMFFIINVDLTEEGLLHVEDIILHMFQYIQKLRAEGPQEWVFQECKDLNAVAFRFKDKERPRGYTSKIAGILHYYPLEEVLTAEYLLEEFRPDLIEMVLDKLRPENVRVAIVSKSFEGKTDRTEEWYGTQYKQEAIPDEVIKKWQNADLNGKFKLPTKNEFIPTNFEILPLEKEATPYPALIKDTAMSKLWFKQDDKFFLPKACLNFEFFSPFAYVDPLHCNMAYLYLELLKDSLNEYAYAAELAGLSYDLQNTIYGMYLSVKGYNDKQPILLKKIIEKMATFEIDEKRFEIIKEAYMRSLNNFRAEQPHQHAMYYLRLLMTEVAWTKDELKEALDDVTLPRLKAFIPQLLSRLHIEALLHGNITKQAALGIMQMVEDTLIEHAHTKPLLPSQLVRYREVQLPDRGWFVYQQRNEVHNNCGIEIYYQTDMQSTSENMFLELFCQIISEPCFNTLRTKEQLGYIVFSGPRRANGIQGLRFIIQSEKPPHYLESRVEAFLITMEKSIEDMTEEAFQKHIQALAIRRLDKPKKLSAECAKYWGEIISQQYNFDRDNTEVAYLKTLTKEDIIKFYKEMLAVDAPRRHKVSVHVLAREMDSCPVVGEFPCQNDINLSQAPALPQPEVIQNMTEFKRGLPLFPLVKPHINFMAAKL
IMP-1 inh: blocks Pseudomonas aeruginosa IMP-1 metallo-beta-lactamase; purified IMP-1, nitrocefin hydrolysis, epi-absorbance fluorescence; inhibition, % at 5.6 µM; 290,000 tested, 0.45% active;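 active means inhibition above the mean plus 3 SD of all compounds in the same screening run, cut at about 4.5% in these data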;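 further: 0% = IMP-1 with DMSO and 100% = DMSO wells lacking enzyme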
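Assay system: purified recombinant IMP-1 beta-lactamase. Input: IMP-1 0.2 nM before substrate addition. Buffer or medium: Zinc- and detergent-supplemented HEPES buffer, pH 7.1. Schedule: 25 °C, 15 min preincubation, 25 min reaction. Signal: Epi-absorbance fluorescence, 480 nm excitation, 530 nm emission. Evaluation: percent inhibition from optical density relative to buffer-blank wells.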
GalR3 antagonist: antagonists of human GalR3. O60755. HEK293 GalR3-CNG cAMP membrane potential fluorescence; galR3 body fused to GalR1 C-terminus. inhibition, % at 3 µM. 360,000 tested, 0.44% active. AID 651719;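 active means inhibition above the screen-wide average plus 3 SD, cut at about 13% in these data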;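 further: forskolin and galanin both at EC90 stimulate the cells; cAMP rise reported by CNG channel membrane potential dye signal; 0% = forskolin plus galanin with DMSO and 100% = forskolin alone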
VIM-2 inhibitor: blocks Pseudomonas aeruginosa VIM-2 metallo-beta-lactamase | purified VIM-2, nitrocefin hydrolysis, epi-absorbance fluorescence | inhibition, % at 5.6 µM | 290,000 tested, 0.89% active | AID 1527;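 active means inhibition above the mean of all tested compounds plus 3 SD, cutoff set per screening run, cut at about 7.5% in these data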;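 further: red hydrolysis product quenches plate fluorescence so inhibitors raise well fluorescence; 0% = enzyme with DMSO and 100% = DMSO without enzyme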
SUMO HTRF inh: SUMOylation inhibition | P63279 | HTRF SUMOylation assay, SAE1/SAE2 + UBC9, in vitro | inhibition, % at 35 µM | 290,000 tested, 0.36% active | AID 2006; in the data active means inhibition above about 50%, passing the limit was not always enough; further: strong numbers were not always called active
IDE act: boosts human insulin-degrading enzyme activity in HEK cells; activation, % at 5.96 µM; FAbeta-B cleavage, fluorescence polarization; 0% vehicle, 100% cell-free pure enzyme wells; AID 493087; P14735; 340,000 tested, 0.073% active;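 active means activation above the mean of all tested compounds plus 3 SD, set per screening campaign, cut at about 17% in these data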
p-CIP stab down: p/CIP protein destabilization. F442A p/CIP-EGFP cells, EGFP fluorescence, 16 h. Q05BA5. decrease of EGFP signal, % at 10 µM. 290,000 tested, 0.01% active;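 active means EGFP signal decrease of at least 30% at 10 µM or well 3 SD below plate mean, unless failing retest; inactive means the rest, including hits failing retest or dose response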; further: some compounds called inactive have numbers as strong as hits; many of its hits are not listed in these tables
CRFR2-BP antag: blocks CRF-induced signaling of the CRF-BP/CRF-R2 complex; HEK293 CRF-R2/CRF-BP, CRF-induced calcium fluorescence; inhibition, % at 11.8 µM; 350,000 tested, 0.59% active;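 active means inhibition of the ligand-induced calcium signal above about 50% at the single tested concentration, limit read from the data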
Active calls of the source: *; x = not tested or not shown. Not a hit list. About 3.2% of those tested had a hit in this group.

HCV NS3 hel inh	IDE cell inh	IMP-1 inh	GalR3 antagonist	VIM-2 inhibitor	SUMO HTRF inh	IDE act	p-CIP stab down	CRFR2-BP antag	structure
0.0	4.0	-5.3	4.1	-0.7	8.7	3.3	4.8	-16.5	O=C(CSc1ccc(-c2cccs2)nn1)c1cccs1
-4.2	-3.2	-1.2	-5.9	-3.9	0.5	1.2	11.2	1.6	COC(=O)C1CCN(C(=O)Cc2ccc(C)cc2)CC1
-84.9	9.9	-1.8	x	-1.4	-24.1	-9.8	-39.7	-187.9	CC(C)N1CCc2c(sc(NC(=O)c3ccc(S(=O)(=O)N4CCc5ccccc54)cc3)c2C(N)=O)C1
-8.7	7.7	-2.1	-5.0	2.8	9.0	-3.7	-4.3	-14.1	COc1ccc2oc(-c3ccccc3[N+](=O)[O-])cc(=O)c2c1
x	1.5	x	-1.3	x	x	4.6	x	-9.5	COc1cccc(NC(=O)CN2C(=O)NC3(CCCCCC3)C2=O)c1
x	1.7	x	1.5	x	x	0.3	x	-0.8	CC(NC(=O)CSC(=S)N1CCCC1)c1ccc(S(N)(=O)=O)cc1 (stereo not drawn)
-4.9	9.1	-1.5	1.9	-1.0	8.1	5.8	-17.5	-30.4	Nc1nc2ccccc2n1/N=C/c1ccc([N+](=O)[O-])s1
19.3	2.7	1.8	-9.4	2.4	61.5*	2.9	-4.3	-1.8	O=C(O)c1ccc(N2N=C(c3ccccc3)CC2c2ccccc2)cc1 (stereo not drawn)
x	0.0	x	-2.9	x	x	-0.2	x	0.8	Cc1cccc(NC(=O)CSCC(=O)N(C)CCOc2ccc(Cl)cc2)c1
-11.2	6.5	-0.9	0.1	-0.2	15.6	5.8	-9.6	-26.4	CC(C)(C)n1nc(-c2ccc(F)cc2)c2c(N)ncnc21

The list continues:
HCV NS3 hel inh	IDE cell inh	IMP-1 inh	GalR3 antagonist	VIM-2 inhibitor	SUMO HTRF inh	IDE act	p-CIP stab down	CRFR2-BP antag	structure
-3.8	-1.5	-3.2	-6.3	-2.3	5.0	-3.3	6.1	-7.4	CC(=O)c1ccc(NC(=O)CSc2nnc(C3CC3)n2C)cc1
x	7.0	x	-8.1	x	x	9.1	x	6.9	CC(C)c1ccccc1OCCCCN1CCCCC1
3.1	-0.1	-3.5	-10.9	-2.5	15.2	-0.1	-0.8	-5.2	O=C(Nc1cccc(NC(=O)c2cccs2)c1)c1ccc(Br)cc1
17.7	-1.5	-2.3	-2.9	-3.5	-29.9	4.9	-15.8	-4.1	COc1ccccc1NC(=O)CSc1n[nH]c(-c2ccccn2)n1
x	3.5	x	-3.2	x	x	4.0	x	-9.0	O=C(NCC(c1ccco1)N1CCOCC1)C1CCCCC1 (stereo not drawn)
4.4	0.5	-1.7	-8.5	-1.9	-22.6	1.1	14.3	1.2	COc1ccc(OC)c(NC(=O)CCC(=O)Oc2ccc(C)cc2)c1
2.3	2.8	-2.1	0.3	-1.6	30.0	0.4	-4.5	6.3	O=C(Nc1ccc(Br)c2cccnc12)c1ccc(Cn2cc(Cl)cn2)o1
4.3	-0.6	-2.3	-0.2	-1.4	7.4	-0.8	6.8	27.0	CC(C)CCNC(=S)Nc1ccccc1F
1.4	6.5	-1.1	-5.0	7.2	17.2	-4.4	-7.4	-5.4	O=C(CSc1nnc(C2CC2)n1Cc1ccccc1)c1cc2ccccc2o1
-7.2	-5.3	-2.4	-4.5	-3.5	-6.7	6.4	1.6	-1.4	O=C(COc1c(F)c(F)c(C(F)(F)F)c(F)c1F)Nc1ccc(N2CCOCC2)c(Cl)c1

Next part:
HCV NS3 hel inh	IDE cell inh	IMP-1 inh	GalR3 antagonist	VIM-2 inhibitor	SUMO HTRF inh	IDE act	p-CIP stab down	CRFR2-BP antag	structure
x	-8.0	x	-3.6	x	x	-3.6	x	-6.8	COc1cccc(C2Nc3ccccc3C(=O)N2Cc2ccccc2)c1 (stereo not drawn)
21.7	x	-2.2	-11.2	0.1	-4.5	0.3	-2.2	-0.7	COc1ccc(CNc2ccccn2)c(O)c1
4.5	5.4	-2.3	1.1	-0.6	9.1	4.0	-2.4	5.2	COc1ccccc1C(=O)NCCC(=O)N1CC(=O)Nc2ccccc21
-10.8	-2.4	-0.5	-4.7	-1.5	5.6	-2.3	-6.8	37.0	Cc1nn(-c2ccccc2)c2nc(Cl)c(C(=O)O)cc12
-8.1	6.3	-4.0	0.5	-3.2	-3.7	5.0	-8.8	-6.1	Cc1ccccc1NC(=S)NC1CC2CCC(C1)N2Cc1ccco1 (stereo not drawn)
5.0	3.4	-3.4	-5.4	-3.2	5.6	-3.6	-2.9	11.7	CCCC(=O)CN1C(=O)C2(OCCO2)c2ccccc21
2.5	3.1	-2.7	1.0	-0.8	8.6	2.8	8.2	0.2	CC(C)(C)c1ccc(S(=O)(=O)N2CCCC2C(=O)NC2=NCCS2)cc1 (stereo not drawn)
-1.7	1.7	0.2	-4.6	-2.4	7.1	2.4	-12.4	-55.6	CCOC(=O)/C(=C\c1ccccc1)C(=O)c1cc(C(C)=O)c(Nc2ccccc2)s1
26.9	-3.8	-0.4	-5.5	-0.4	13.9	-3.0	-0.5	8.8	CCO[C@@H]1OC(C(N)=O)=C[C@H](c2ccccc2)[C@H]1CCCO
-5.2	1.4	-3.9	-1.3	-3.3	-14.1	6.8	12.3	2.9	Cn1nc(C(=O)NC(C)(C)C)c2ccccc21

Continued:
HCV NS3 hel inh	IDE cell inh	IMP-1 inh	GalR3 antagonist	VIM-2 inhibitor	SUMO HTRF inh	IDE act	p-CIP stab down	CRFR2-BP antag	structure
0.7	-3.6	-1.0	-5.8	0.8	10.4	4.5	-4.8	3.8	CCCOc1ccc(C(=O)OCC(=O)c2c(N)n(C)c(=O)n(C)c2=O)cc1OCC
-2.5	2.4	4.0	-5.8	0.5	2.4	2.2	-6.1	6.5	CN1C(=O)Cc2cc(S(=O)(=O)N3CCN(c4cccc(Cl)c4)CC3)ccc21
0.8	4.7	-1.0	-4.0	-2.8	9.2	0.6	-2.3	16.4	CCc1nccn1S(=O)(=O)c1cc(C)c(OC)cc1C
-2.0	2.5	-4.0	-5.2	-2.8	-2.2	-3.6	-5.9	-15.3	CCN(CC)S(=O)(=O)c1ccc(Cc2ncc(C(F)(F)F)cc2Cl)s1
4.4	7.6	-1.8	-2.5	-0.3	1.3	-0.1	-1.3	-4.5	Cc1ccc(-n2c(C)nn(-c3ncc(C(F)(F)F)cc3Cl)c2=O)cc1
7.6	-2.5	1.3	3.1	-0.8	-5.0	-0.6	-6.4	-8.6	CCCCNC(=O)O[C@@H]1C[C@H]2CCC(=O)N3CC[C@@H](C1)[C@@H]23
0.6	-2.1	-1.9	-1.9	-1.7	-15.3	1.0	27.1	-18.4	O=C(Nc1cccc([N+](=O)[O-])c1)C1C2/C=C\CCCCC21 (stereo not drawn)
0.1	5.9	-3.5	-5.8	-5.5	-0.5	7.8	-0.4	-3.1	CCOc1ccccc1NC(=O)Cn1c(=O)sc2ccccc21
-12.1	2.6	-0.1	-6.2	-1.1	1.7	-4.1	7.7	6.2	CN1C(=O)/C(=C/C=C2/CCCN2C)N(C)C1=S
-9.2	-0.7	-3.6	x	0.4	-0.6	1.6	-5.5	-8.7	Cc1ccc2cc3cc(C(=O)N4CCCCCC4)oc3nc2c1

The list continues:
HCV NS3 hel inh	IDE cell inh	IMP-1 inh	GalR3 antagonist	VIM-2 inhibitor	SUMO HTRF inh	IDE act	p-CIP stab down	CRFR2-BP antag	structure
5.8	-0.1	-0.8	-0.5	-0.3	-22.2	-3.1	-2.7	15.3	COc1cc(COc2ccc3c(C)c(Cc4ccccc4)c(=O)oc3c2C)cc(OC)c1OC
9.8	0.4	-1.7	-6.4	-3.3	7.9	-1.6	-13.5	-3.8	COc1ccc(/C=N/NC(=S)Nc2ccccc2)cc1COc1ccc(Br)cc1
-8.3	5.8	-1.2	-8.5	-3.5	9.9	0.8	-1.8	6.6	COc1ccc(S(=O)(=O)N(CC(=O)N/N=C/c2cccs2)c2cc(C)cc(C)c2)cc1OC
6.4	-6.5	-2.0	1.5	-2.7	8.8	2.0	-5.9	-1.8	O=C(CCn1ccnc1)Nc1cc(Cl)ccc1O
x	5.3	x	-5.4	x	x	1.6	x	-20.7	Cc1ccc2nc(NC(=S)NC(=O)c3ccc(OC(C)C)cc3)sc2c1
x	7.1	x	-4.7	x	x	-0.5	x	2.6	COc1ccc(OCCCC(=O)Nc2ccc(OC)c(S(=O)(=O)N3CCOCC3)c2)cc1
-3.5	0.4	-2.9	-0.7	-0.5	-11.3	3.2	1.4	4.2	CC(=O)c1c(N=CN(C)C)nc(C)nc1-c1ccccc1
x	-1.2	x	-6.6	x	x	-3.0	x	3.0	O=C(COC(=O)COc1ccccc1F)Nc1cccc(S(=O)(=O)N2CCCCC2)c1
-3.0	-3.3	-0.5	-0.8	-4.3	-1.3	4.4	-8.1	-10.1	O=C(NCc1ccccc1)c1ccc(Br)o1
-5.1	-2.2	-1.4	-0.4	-4.8	4.1	0.1	9.7	-1.1	Cc1sc2nc3n(c(=O)c2c1C)NC(=O)CC3

Continued:
HCV NS3 hel inh	IDE cell inh	IMP-1 inh	GalR3 antagonist	VIM-2 inhibitor	SUMO HTRF inh	IDE act	p-CIP stab down	CRFR2-BP antag	structure
2.3	-1.6	-3.6	-0.6	-5.8	14.9	1.0	-35.7	10.7	Cc1ccc(C(=O)N/N=C2\CCc3ccccc32)c(C)c1
7.5	-7.0	-2.8	0.4	-5.0	18.3	1.7	-1.3	-9.1	O=C(O)c1ccc2c(c1)C(=O)N(c1ncccn1)C2=O
30.4	5.9	0.2	5.3	1.6	-2.4	0.9	-2.9	5.9	COc1ccc(-c2c(C)nn(-c3ccccc3)c2NC(C)=O)cc1OC
x	3.3	x	-3.8	x	x	-4.2	x	4.2	COc1ccc(NC(=O)Nc2cccc3c2O[C@H](CN(C)C(=O)Nc2ccc4c(c2)OCO4)[C@@H](C)CN([C@H](C)CO)C3=O)cc1
2.9	-1.3	-1.2	-2.2	-1.1	-9.5	4.6	-3.0	6.7	COc1cc(/C=N/NC(=O)c2c(C)nnn2-c2nonc2N)ccc1O
x	-7.8	x	-0.7	x	x	2.5	x	-11.1	CCCc1cc(=O)[nH]c(SCC(=O)Nc2oc(C)c3c(C)n[nH]c(=O)c23)n1
